Screening data as filed in PubChem.
LMPTP inh – LMPTP (human) inhibition. P24666. recombinant LMPTP-A, OMFP fluorogenic substrate, fluorescence intensity. inhibition, % at 20 µM. 360,000 compounds, 0.22% hits;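 active = compounds that cut the enzyme signal by at least half of the control window in the single-dose screen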;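 note: plate controls were DMSO wells with enzyme plus substrate for no effect and substrate without enzyme for full effect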
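Test system – LMPTP-A enzyme · Amount – LMPTP-A at 0.625 nM final in the reaction · Buffer or medium – Bis-Tris pH 6.0, DTT, detergent · Reagent – OMFP 400 µM · Doses – single 20 µM dose · Schedule – reaction 50 min, room temperature, dark · Detection – fluorescence intensity of OMFP turnover product · Evaluation – percent inhibition versus substrate-only and uninhibited controls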
eLon inh – inhibitors of E. coli Lon protease. P0A9M0. purified E. coli Lon protease, fluorescence polarization. inhibition, % at 7.94 µM. 360,000 compounds, 0.42% hits. AID 602123; in the data active = inhibition above about 13%, passing the limit was not always enough;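 note: 0% = enzyme with probe and DMSO and 100% = no enzyme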
CendR NRP1 mod – NRP-1/CendR interaction modulation; FAM-RPARPAR peptide binding to NRP-1, fluorescence polarization; inhibition, % at 25 µM; 360,000 compounds, 0.85% hits; AID 602438;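 active = inhibition or corrected inhibition above about 18%, plus a signal ratio from 0.5 to 1.5, limit read from the data, passing the limit was not always enough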; note: strong numbers were not always called active
SUMO1-SIM PPI – modulators of human SUMO1-mediated protein-protein interactions; P63165; SUMO1 binding to a labelled peptide, TR-FRET, 1 h; inhibition, % at 20 µM; 360,000 compounds, 0.33% hits; AID 602429; in the data active = inhibition above about 37%
Scp1 inh – inhibitors of human Scp-1 phosphatase | AID 493091 | Q9GZU7 | 340,000 compounds, 0.88% hits | Recombinant Scp1, phosphopeptide, malachite green phosphate absorbance | inhibition, % at 20 µM;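 active = inhibition above about 50% at 20 µM, limit read from the data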;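 note: plate controls were DMSO wells with enzyme for no effect and wells lacking enzyme for full effect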
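Material – SCP-1 phosphatase catalytic domain, residues 76-261 · Buffer or medium – Acidic Tris acetate buffer with magnesium and detergent · Also added – Phospho 17-mer peptide substrate · Compound – single 20 µM dose, 1% DMSO · Times – 45 min room-temperature reaction, 5 min colour, 30 min stabiliser · Technique – Phosphate-binding colour reagent, absorbance read at 630 nm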
MsrA inh – inhibits bovine methionine sulfoxide reductase A; inhibition, % at 15.5 µM; purified bovine MsrA, absorbance read-out; 360,000 compounds, 0.75% hits; in the data active = inhibition above about 4.5%;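 note: 0% = vehicle wells with enzyme and 100% = reference inhibitor wells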
bovine MsrA act – bovine methionine sulfoxide reductase A activation | activation, % at 10.6 µM | purified bovine MsrA, absorbance read-out | AID 602163 | 360,000 compounds, 0.3% hits; in the data active = activation above about 7.5%;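 note: 0% = vehicle and 100% = reference activator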
STEP block – inhibitors of human striatal-enriched phosphatase STEP | P54829 | recombinant STEP, OMFP fluorogenic substrate, fluorescence | inhibition, % at 20 µM | 360,000 compounds, 0.25% hits | AID 588621;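 active = inhibition at 20 µM, scaled per plate between control wells, above about 37%, limit read from the data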;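 note: 0% = DMSO with enzyme and substrate and 100% = substrate only without enzyme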
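Assay system: isolated STEP enzyme / Timing: 20 min at room temperature, dark / Doses: 20 µM, 1% DMSO / Technique: fluorescence intensity, excitation 480 nm, emission 540 nm / Reagent: fluorogenic phosphatase substrate OMFP at 25 µM final / Measure: percent inhibition scaled to no-enzyme and uninhibited-enzyme controls, plate-pattern corrected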
TbMetRS inhib – Trypanosoma brucei MetRS inhibition | 360,000 compounds, 0.4% hits | inhibition, % at 11.9 µM | purified T. brucei MetRS, ATP depletion, Kinase-Glo luminescence;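 active = inhibition above a per-plate cutoff of the control wells' mean inhibition plus 3 SD, cut at about 5.5% in these data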;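 note: 0% = DMSO wells median and 100% = median of wells with control inhibitor compound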
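Material – parasite MetRS enzyme · Medium – HEPES-MgCl2-KCl buffer plus DTT, spermine, BSA, pyrophosphatase · Reagent – ATP, methionine and E. coli bulk tRNA substrates · Times – 15 min enzyme-compound preincubation, 2 h reaction, 10 min detection, 25 °C · Measured by – luminescence of leftover ATP · Evaluation – percent inhibition relative to median high and low control wells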
DNMT1 inh – DNMT1 (human) enzyme inhibition | P26358 | DNMT1 molecular beacon, Hinp1I cleavage, fluorescence | inhibition (reported as % activation of signal), % at 10 µM | 360,000 compounds, 0.83% hits | AID 588458; in the data active = inhibition above about 50%
Target sequence (P26358 504-1616 limits assumed): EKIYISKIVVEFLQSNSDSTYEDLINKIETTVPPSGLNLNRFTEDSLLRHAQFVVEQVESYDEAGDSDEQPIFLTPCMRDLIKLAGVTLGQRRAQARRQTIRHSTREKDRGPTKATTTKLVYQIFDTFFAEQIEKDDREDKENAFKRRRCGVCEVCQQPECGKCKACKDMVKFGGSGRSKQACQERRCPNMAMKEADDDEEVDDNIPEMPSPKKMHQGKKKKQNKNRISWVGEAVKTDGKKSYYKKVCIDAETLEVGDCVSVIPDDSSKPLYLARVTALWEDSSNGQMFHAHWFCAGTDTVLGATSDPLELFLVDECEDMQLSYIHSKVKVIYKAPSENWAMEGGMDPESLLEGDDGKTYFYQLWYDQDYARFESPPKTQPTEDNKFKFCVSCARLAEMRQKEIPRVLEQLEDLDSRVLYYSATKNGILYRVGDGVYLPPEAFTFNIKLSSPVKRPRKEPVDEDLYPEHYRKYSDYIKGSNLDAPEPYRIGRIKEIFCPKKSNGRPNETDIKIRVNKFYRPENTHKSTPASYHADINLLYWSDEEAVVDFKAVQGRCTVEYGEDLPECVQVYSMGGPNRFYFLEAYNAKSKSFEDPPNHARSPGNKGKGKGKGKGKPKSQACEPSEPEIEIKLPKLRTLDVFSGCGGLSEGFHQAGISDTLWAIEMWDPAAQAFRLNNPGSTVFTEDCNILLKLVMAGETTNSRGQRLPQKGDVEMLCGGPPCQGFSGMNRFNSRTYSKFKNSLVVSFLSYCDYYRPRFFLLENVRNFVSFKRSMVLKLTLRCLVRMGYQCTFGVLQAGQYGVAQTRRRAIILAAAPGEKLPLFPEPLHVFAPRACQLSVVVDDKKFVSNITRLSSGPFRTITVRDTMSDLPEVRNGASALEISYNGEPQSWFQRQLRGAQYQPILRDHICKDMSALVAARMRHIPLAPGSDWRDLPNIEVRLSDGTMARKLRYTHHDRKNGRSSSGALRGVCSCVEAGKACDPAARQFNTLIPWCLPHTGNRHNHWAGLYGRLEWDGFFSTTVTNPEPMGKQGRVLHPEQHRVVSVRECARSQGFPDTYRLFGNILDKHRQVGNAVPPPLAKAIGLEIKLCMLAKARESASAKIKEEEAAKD
* marks the source's active call; other numbers are inactive results.

For Cc1cc(C)c(S(=O)(=O)NCC(c2cccnc2)N2CCN(Cc3ccccc3)CC2)c(C)c1 (centres undefined) the results were LMPTP inh 0.2, eLon inh 9, CendR NRP1 mod -2, SUMO1-SIM PPI -5, Scp1 inh -9, MsrA inh 0.6, bovine MsrA act -1, STEP block -2, TbMetRS inhib -0.1 and DNMT1 inh -2.
`CCCNc1nc(-c2cc(-c3ccc(Cl)cc3)on2)cc(C(C)C)n1` gave LMPTP inh -0.1, eLon inh 9, CendR NRP1 mod -3, SUMO1-SIM PPI -5, Scp1 inh 11, MsrA inh 0.5, bovine MsrA act -7, STEP block -1, TbMetRS inhib -0.5 and DNMT1 inh 1.
`Cc1nnc2sc(SCC(=O)N3CCC(C)CC3)nn2c1=O` gave LMPTP inh -1.7, eLon inh -6, CendR NRP1 mod 5, SUMO1-SIM PPI -5, Scp1 inh -2, MsrA inh 3.7, bovine MsrA act -7, STEP block -1, TbMetRS inhib -0.4 and DNMT1 inh 4.
`C[C@@H]1CCC2[C@](C)(CO)[C@@H](O)CC[C@]2(C)[C@@]12CC[C@@](CO)(CC(=O)O)O2` (some centres undefined) gave LMPTP inh -1.3, eLon inh -5, CendR NRP1 mod 4, SUMO1-SIM PPI 5, Scp1 inh -1, MsrA inh 0.8, bovine MsrA act -3, STEP block -1, TbMetRS inhib 0.0 and DNMT1 inh 1.
O=C(NCc1ccccc1)C(c1ccco1)N1CCN(C(=O)C2CCCO2)CC1 (centres undefined) was read as LMPTP inh -1.3, CendR NRP1 mod 3, SUMO1-SIM PPI 0, MsrA inh -0.2 and TbMetRS inhib -0.3.
For COC(=O)c1ccc(CSc2nnc(Nc3ccc(OC)cc3)s2)o1 the results were LMPTP inh 0.6, eLon inh 3, CendR NRP1 mod -2, SUMO1-SIM PPI 4, Scp1 inh 0, MsrA inh 3.8, bovine MsrA act -1, STEP block -1, TbMetRS inhib 1.6 and DNMT1 inh -2.
Screening Cc1ccc(S(=O)(=O)N2CCCC2)cc1C(=O)Nc1ccc(-n2cnnn2)cc1 returned LMPTP inh 0.9, eLon inh -3, CendR NRP1 mod -1, SUMO1-SIM PPI 5, Scp1 inh 4, MsrA inh -0.2, bovine MsrA act -11, STEP block 0, TbMetRS inhib 0.0 and DNMT1 inh 5.
`CCN(CC)CCCN(C(=O)c1ccccc1F)c1nc(-c2ccc(OC)cc2)cs1` gave LMPTP inh 1.1, eLon inh -2, CendR NRP1 mod -13, SUMO1-SIM PPI -9, Scp1 inh -9, MsrA inh -0.8, bovine MsrA act -2, STEP block 2, TbMetRS inhib -1.4 and DNMT1 inh -9.
Screening CCN(Cc1ccccc1)C(=O)COC(=O)c1cnc(C)cn1 returned LMPTP inh -1.1, eLon inh 2, CendR NRP1 mod 0, SUMO1-SIM PPI 2, Scp1 inh -5, MsrA inh 0.4, bovine MsrA act -2, STEP block 0, TbMetRS inhib 0.4 and DNMT1 inh 1.
Screening CCc1nn(CC(=O)NCCCN2CCOCC2)c(=O)c2cc3cc(F)ccc3n12 returned LMPTP inh -2.4, eLon inh -2, CendR NRP1 mod 16, SUMO1-SIM PPI 0, Scp1 inh -4, MsrA inh 0.9, bovine MsrA act 7.9*, STEP block 1, TbMetRS inhib -0.4 and DNMT1 inh 3.
O=c1cc2ncc(-c3[nH]ncc3[N+](=O)[O-])cn2[nH]1 was read as LMPTP inh 0.3, eLon inh -1, CendR NRP1 mod -6, SUMO1-SIM PPI -11, Scp1 inh 2, MsrA inh 2.0, bovine MsrA act -4, STEP block -5, TbMetRS inhib 1.2 and DNMT1 inh 4.
O=C(NC1CCCCCC1)C1c2ccccc2C(=O)N1Cc1ccco1 (centres undefined) was read as LMPTP inh -1.2, eLon inh -11, CendR NRP1 mod 0, SUMO1-SIM PPI 2, Scp1 inh -6, MsrA inh 0.8, bovine MsrA act -8, STEP block -2, TbMetRS inhib -0.4 and DNMT1 inh 0.

Random excerpt: 3 records from the list, in no set order.
For COC(=O)c1ccc(CSc2nnc(Nc3ccc(OC)cc3)s2)o1 the results were LMPTP inh 0.6, eLon inh 3, CendR NRP1 mod -2, SUMO1-SIM PPI 4, Scp1 inh 0, MsrA inh 3.8, bovine MsrA act -1, STEP block -1, TbMetRS inhib 1.6 and DNMT1 inh -2.
O=C(NCc1ccccc1)C(c1ccco1)N1CCN(C(=O)C2CCCO2)CC1 (centres undefined) was read as LMPTP inh -1.3, CendR NRP1 mod 3, SUMO1-SIM PPI 0, MsrA inh -0.2 and TbMetRS inhib -0.3.
O=c1cc2ncc(-c3[nH]ncc3[N+](=O)[O-])cn2[nH]1 was read as LMPTP inh 0.3, eLon inh -1, CendR NRP1 mod -6, SUMO1-SIM PPI -11, Scp1 inh 2, MsrA inh 2.0, bovine MsrA act -4, STEP block -5, TbMetRS inhib 1.2 and DNMT1 inh 4.

Additional records.
`CCOc1ncccc1C(=O)Nc1ccc(F)c(Cl)c1` gave LMPTP inh -1.9, eLon inh 9, CendR NRP1 mod 2, SUMO1-SIM PPI 1, Scp1 inh -8, MsrA inh 1.1, bovine MsrA act -3, STEP block -5, TbMetRS inhib 1.4 and DNMT1 inh 3.
Screening CC(C)C(NCC(=O)Nc1ccccc1C(=O)NC1CC1)c1ccccc1 (centres undefined) returned LMPTP inh -1.2, eLon inh -5, CendR NRP1 mod 15, SUMO1-SIM PPI 4, Scp1 inh -18, MsrA inh -0.7, bovine MsrA act -3, STEP block -3, TbMetRS inhib -0.1 and DNMT1 inh 1.
For O=C(NCCC1=CCCCC1)c1ccc(-n2cncn2)cc1 the results were LMPTP inh -0.1, eLon inh 3, CendR NRP1 mod 9, SUMO1-SIM PPI -2, Scp1 inh 1, MsrA inh -0.6, bovine MsrA act -1, STEP block 0, TbMetRS inhib -0.4 and DNMT1 inh 1.
For O=C(CN(Cc1ccco1)C(=O)Cn1nnc(-c2cccs2)n1)NCc1ccccc1 the results were LMPTP inh -1.1, eLon inh 0, CendR NRP1 mod -2, SUMO1-SIM PPI -2, Scp1 inh -8, MsrA inh -1.2, bovine MsrA act -3, STEP block 3, TbMetRS inhib -0.2 and DNMT1 inh -2.
For O=C(C=P(c1ccccc1)(c1ccccc1)c1ccccc1)c1ccccc1-c1ccccc1C(=O)C=P(c1ccccc1)(c1ccccc1)c1ccccc1 the results were LMPTP inh 59*, eLon inh -3, CendR NRP1 mod -3, SUMO1-SIM PPI -39, Scp1 inh 36, MsrA inh -1.2, bovine MsrA act -10, STEP block 7, TbMetRS inhib -0.5 and DNMT1 inh 8.
CC(C)CCC(C(=O)O)C(C)CC(=O)NC1CCCCC1 (centres undefined) was read as LMPTP inh -0.2, eLon inh 9, CendR NRP1 mod -4, SUMO1-SIM PPI 0, Scp1 inh 0, MsrA inh 1.6, bovine MsrA act 0, STEP block -3, TbMetRS inhib -0.5 and DNMT1 inh -2.
`Cc1csc(NC(=O)CSc2nc3[nH]c(=O)cc(O)c3s2)n1` gave LMPTP inh 1.5, eLon inh -5, CendR NRP1 mod 6, SUMO1-SIM PPI -27, Scp1 inh 2, MsrA inh 0.3, bovine MsrA act -1, STEP block -2, TbMetRS inhib -0.4 and DNMT1 inh -1.
`COC(=O)c1cnn(-c2ccc(C)c(C)c2)c1-n1cccc1` gave LMPTP inh 1.3, eLon inh -7, CendR NRP1 mod -4, SUMO1-SIM PPI 0, Scp1 inh -13, MsrA inh 0.1, bovine MsrA act -3, STEP block 1, TbMetRS inhib -0.5 and DNMT1 inh -4.
For O=C(Cc1ccccc1)NCc1n[nH]c(=S)n1-c1ccccc1 the results were LMPTP inh -0.9, eLon inh -4, CendR NRP1 mod 0, SUMO1-SIM PPI 11, Scp1 inh -1, MsrA inh -1.5, bovine MsrA act -4, STEP block 1, TbMetRS inhib -0.7 and DNMT1 inh -1.
CC(C(=O)Nc1ccc(F)cc1Cl)N(C)CCOc1ccccc1 (centres undefined) was read as LMPTP inh 2.2, eLon inh 0, CendR NRP1 mod -2, SUMO1-SIM PPI 3, Scp1 inh 6, MsrA inh -0.5, bovine MsrA act -2, STEP block 0, TbMetRS inhib -0.7 and DNMT1 inh 4.
N#Cc1sc2nc(C3CC3)cc(-c3ccc(Cl)cc3)c2c1N was read as LMPTP inh 1.5, eLon inh 3, CendR NRP1 mod 4, SUMO1-SIM PPI -8, Scp1 inh 0, MsrA inh 1.2, bovine MsrA act -9, STEP block 2, TbMetRS inhib -1.0 and DNMT1 inh -1.
`CN[C@@H](CO)C(=O)NC[C@H]1O[C@@H](n2cnc3c(=O)[nH]c(N)nc32)[C@H](O)[C@@H]1O` gave LMPTP inh -1.3, eLon inh -10, CendR NRP1 mod 24, SUMO1-SIM PPI 0, MsrA inh -1.3, bovine MsrA act 0, STEP block -1, TbMetRS inhib -0.1 and DNMT1 inh 8.
Screening O=C(NNC1CC(c2ccccc2)=NN1C(=O)c1ccccc1)c1ccccc1 (centres undefined) returned LMPTP inh -0.2, eLon inh 0, CendR NRP1 mod 2, SUMO1-SIM PPI -4, Scp1 inh 7, MsrA inh -0.1, bovine MsrA act -2, STEP block 1, TbMetRS inhib -0.8 and DNMT1 inh 1.
For COc1cccc(N2C(=O)C3C(C2=O)C3(c2ccccc2)c2ccccc2)c1 (centres undefined) the results were LMPTP inh 0.8, eLon inh -7, CendR NRP1 mod 8, SUMO1-SIM PPI -4, Scp1 inh -14, MsrA inh -1.0, bovine MsrA act 0, STEP block 1, TbMetRS inhib -0.1 and DNMT1 inh -1.
`Cc1cc(C)n(CCn2nc(C)cc2C)n1` gave LMPTP inh -2.8, eLon inh 7, CendR NRP1 mod -6, SUMO1-SIM PPI 4, Scp1 inh -1, MsrA inh -0.9, bovine MsrA act -4, STEP block -1, TbMetRS inhib -0.4 and DNMT1 inh 9.
